All columns: NCI-60 one-dose screen, growth in % after 48 h at 10 µM unless noted; 100 = growth as untreated, 0 = no growth, -100 = all killed.
HL-60(TB): HL-60(TB) leukemia cells; AID 1794776; hit rate 9% among 78,000; active = growth percent below 10
Active calls of the source: *; & = joins results of further samples.

| Compound | HL-60(TB) |
| --- | --- |
| O=C1CNC(c2ccccc2)c2cc(Cl)ccc2N1 (stereo not drawn) | 97 |
| CC1(C)N=C(N)N=C(N)N1c1ccc(Cl)cc1 | 52 |
| CCCCCCNC(=O)Oc1ccc(/C(=C(/C)c2ccc(OC)cc2)c2ccc(OCCN3CCCC3)cc2)cc1 | 51 |
| CCc1cc2c(cc1C(C)=O)C(C)(C)C(C)C2(C)C (stereo not drawn) | 98 |
| Clc1ccc2[nH]cc(-c3nn4cc(-c5nccs5)nc4s3)c2c1 | 82 |
| CCCCN(C)c1ncnc2[nH]ncc12 | 91 |
| C=CC1CCCCC1=O (stereo not drawn) | 65 |
| C=CCSc1nnc(-c2ccc(-c3ccccc3)nc2C)o1 | 92 |
| COc1cc([N+](=O)[O-])c2ncccc2c1O | 72 |
| CCOC(=O)c1ccc2c(c1)ncn2-c1ccc(O)cc1 | 96 |
| Cc1cc(=O)c2c(N(C)C)cccc2[nH]1 | 80 |
| c1ccc2cc(C[n+]3ccn(Cc4ccc5ccccc5n4)c3)ccc2c1 | -25* |
| NC1=NC(c2ccccc2)c2c(n[nH]c2N)N1 (stereo not drawn) | 117 |
| O=C1/C(=C/c2cccc(OCc3ccc(Cl)cc3Cl)c2)N=C2OCCCN12 | 72 |
| COc1ccc(C(=O)C2C(c3ccc(OC)cc3)CN(C)C23C(=O)Nc2ccccc23)cc1 (stereo not drawn) | 99 |
| CC(=O)NCCNC(C)=O | 115 |
| C(#CC1=CCCCC1)C1=CCCCC1 | 109 |
| O=C1C2CC(O)Cc3cc(Br)ccc3N2C(=O)CN1CCO (stereo not drawn) | 96 |
| COc1ccc(-c2n[nH]nc2-c2cc(OC)c(OC)c(OC)c2)cc1 | -8.6* |
| CC(=O)O[C@H]1C[C@@]2(C)[C@@H](C[C@@H](O)[C@H]3[C@@]4(C)CC[C@H](N5CCCC5)[C@@H](C)[C@@H]4CC[C@@]32C)/C1=C(\CCC=C(C)C)C(=O)O | -74* |
| CC(=O)Nc1ccc(C)cc1C | 105 |
| COc1ccc(CN2CCc3c(Oc4ccccc4)nc(N)nc3C2=O)c(OC)c1 | 67 |
| NC(CSC(c1ccccc1)c1ccccc1)C(=O)O (stereo not drawn) | 85 |
| CCCCCCCCCC[N+](C)(C)C | -6.9* |
| CCCC(=O)OC1CCCCC1C1CCCCC1 (stereo not drawn) | 111 |
| O=C(NNc1nccc(Nc2ccc(S(=O)(=O)Nc3ccncc3)cc2)n1)c1cccc(Br)c1 | 132 |
| O=c1[nH]c2ccc(Cl)cc2cc1CSc1nccc(-c2ccc(Cl)cc2)n1 | 102 |
| COc1cc([C@H]2Nc3cc(Cl)cc(Cl)c3C3C=CCC32)cc(Br)c1OC (stereo partly drawn) | 95 |
| COc1ccc(-c2cc3c(OC)c(OC)c(OC)cc3oc2=O)cc1 | 37 |
| COc1ccc(C2NCc3c(nc4c(c(C)nn4-c4ccccc4)c3-c3ccc(Cl)cc3)N2)cc1 (stereo not drawn) | 81 |
| Clc1ccc2c(Nc3ccc4oc(NCCN5CCCC5)nc4c3)ccnc2c1 | 72 |
| N#Cc1ccc(C(=O)C[n+]2ccn(CCC(=O)Nc3cccc4cccnc34)c2)cc1 | 97 |
| CN1CCN(Cc2ccc(NC(=O)c3cncc(C#Cc4[nH]nc5ncncc45)c3)cc2C(F)(F)F)CC1 | 22 |
| COc1ccc(-c2cc(-c3ccc(OC)c(OC)c3)nc(SCCCCCC(=O)NO)n2)cc1 | -9.9* |
| COc1ccc(C2=NC(=O)NC2c2ccc(OC)cc2)cc1 (stereo not drawn) | 61 |
| CC(=N\NC(=O)c1ccccc1)/C(C)=N/NC(=O)c1ccccc1 | 110 |
| CC(=O)c1cc2c(cc1C)CCCC2(C)C | 93 |
| Cc1ccc2nc(COc3ccc(C(=O)NNC(=S)NCCc4ccccc4)cc3)[nH]c2c1 | 100 |
| O=C(Nc1nc(-c2ccccc2)cs1)c1cc(-c2ccc(Cl)cc2)nc2ccc(Cl)cc12 | 89 |
| CSc1nc(Sc2ccccc2)c(C#N)c(-c2cccc([N+](=O)[O-])c2)n1 | 91 |
| COc1cc(C2C3=C(CC(C)(C)CC3=O)N(c3sc4c(c3C#N)CCCC4)c3nc(N)c(C#N)c(N)c32)cc(OC)c1OC (stereo not drawn) | 36 |
| Cn1c(=O)[nH]c(=O)c2nc(CC(=Nc3ccc(F)cc3)c3ccccc3)c(=O)[nH]c21 | 95 |
| CCCCC(CC)C(=O)OC(C)C(=O)N(CCCC)CCCC (stereo not drawn) | 117 |
| O=C(O)Cc1ccc(NC(=O)c2ccccc2Nc2ccnc(C(F)(F)F)c2)cc1 | 94 |
| CCOP(N)(=S)OCC | 113 |
| Cc1cc2ccccc2c[n+]1CCCC[n+]1cc2ccccc2cc1C | 119 |
| CCN(CCCCCCCCCCN1CC(=O)N(CCCCCCCCCCN(CC)Cc2ccccc2OC)CC1=O)Cc1ccccc1OC | -68* |
| COC(=O)CCCCCCCC(C)=O | 85 |
| O=C(/C=C/c1ccco1)Nc1ncc(Cc2cc(Cl)ccc2Cl)s1 | -50* |
| N=C(N)CCCCCCCCC(=N)N | 114 |
| COc1ccccc1C(C[N+](=O)[O-])c1c(-c2ccccc2)[nH]c2cc(C)ccc12 (stereo not drawn) | 59 |
| C=C(c1ccc(OC)c(/C=C/C(=O)c2ccc3c(c2)OCO3)c1)c1cc(OC)c(OC)c(OC)c1 | 10 |
| CN1CCC(NC(=O)Nc2ncccc2OCc2ccccc2)CC1 | 84 |
| CC(=O)Nc1ccc(C(=O)CCC(=O)O)cc1 | 95 |
| COc1cc(NCCCCCN=C(N)NC(N)=NC(C)C)c2ncccc2c1 | 1.5* |
| CN1C(=O)N(C)C2C1NN=c1s/c(=C\c3ccc([N+](=O)[O-])cc3)c(=O)n12 (stereo not drawn) | 7.1* |

Next section:
| Compound | HL-60(TB) |
| --- | --- |
| COc1cc(/C=C2/Oc3cc4occc4c(OC)c3C2=O)ccc1OCC(=O)Nc1ccc(S(=O)(=O)N=C(N)N)cc1 | 96 |
| Nc1ccccc1-c1nc2ccccc2[nH]c1=O | 103 |
| O=C1c2ccc3c4ccc5c6c(ccc(c7ccc(c2c37)C(=O)N1CCC[P+](c1ccccc1)(c1ccccc1)c1ccccc1)c64)C(=O)N(CCC[P+](c1ccccc1)(c1ccccc1)c1ccccc1)C5=O | 55 |
| Cc1nn(-c2ccccc2)c(N2CCOCC2)c1-c1nc2ccc(C(=O)NN=Cc3ccoc3)cc2[nH]1 | 104 |
| NS(=O)(=O)Oc1ccc(-c2ccc3occc3c2)cc1 | 99 |
| Nc1cc2c(cc1Br)-c1ccccc1/C2=N\O | 92 |
| O=C(CN1CCN(c2cc(=O)[nH]c3ccc(F)cc23)CC1)N1CCCc2ccccc21 | 86 |
| C=C1C(=O)O[C@H]2[C@H]1CC/C(COC(=O)NCc1ccc(Cn3c(=O)sn(-c4ccc(C#N)cc4)c3=O)cc1)=C\CC[C@@]1(C)O[C@@H]21 | -13* |
| O=c1[nH]c(-c2ccc(Cl)cc2)nc2sc3c(c12)CCCC3 | 91 |
| c1ccc2c(c1)N=C(N1CN(C3=Nc4ccccc4NCC3)CN(C3=NCCNc4ccccc43)C1)CCN2 | 89 |
| O=C1CCc2c(sc3[nH]c(=S)n(-c4ccccc4)c(=O)c23)C1 | 109 |
| O=S(=O)(O)c1cc(O)c2ccc(Nc3ccccc3)cc2c1 | 89&85&146 |
| C[n+]1c(/C=C/c2c(O)ccc3ccccc23)ccc2ccccc21 | 18 |
| O=C1/C(=C/c2ccc(B(O)O)cc2F)Oc2ccccc21 | 101 |
| CCOC(=O)COC(C)C(=O)OCC (stereo not drawn) | 113 |
| Cc1cc(SCSc2cc(C)[o+]c(C)c2)cc(C)[o+]1 | 98 |
| COc1cccc(C2=NN(C(C)=O)C(c3cccc(NS(C)(=O)=O)c3)C2)c1O (stereo not drawn) | 90 |
| O=C1N(Br)C(=O)C(c2ccc(Cl)cc2)(c2ccc(Cl)cc2)N1Br | 86 |
| C=CCn1c(SCC(=O)Nc2ccc(C(=O)/C=C/c3ccccc3Cl)cc2)nnc1-c1c[nH]c2ccccc12 | 109 |
| O=C1/C(=C/C=C/c2ccco2)SC(=S)N1Cc1ccco1 | 104 |
| CCOc1ccc(C(C)Oc2ccc(C(=O)NS(=O)(=O)C(C)(C)C)cc2C(F)(F)F)nc1 (stereo not drawn) | 103 |
| Clc1ccc2c(OCCCn3ccnc3)c3oc4ccccc4c3nc2c1 | 75 |
| COc1ccc(Cn2c(-c3nonc3NC(C)=O)nc3ccccc32)cc1 | 109 |
| CCOC(=O)c1c(CN2CCCC2)nc2ccc(Cl)cc2c1-c1ccccc1 | 64 |
| CCCCCN(CCCCC)C(C)C(=O)c1cc(C)c2ccc3cc(C(C)C)ccc3c2c1 (stereo not drawn) | 110 |
| CC1(C)C(=Nc2ccccc2)C(C)(C)C1=Nc1ccccc1 | 99 |
| OCC(c1ccc(Cl)cc1)c1ccc(Cl)cc1 | 100 |
| CCC/C=C(/C=N\NC(N)=S)CC | 94 |
| COc1ccc(NCC(=O)N2CCN(c3ncnc4c3cnn4-c3ccccc3)CC2)cc1 | 61 |
| CCc1cccc(CC)c1N1C(=O)CSCC1=O | 94 |
| Cc1ccc(NC2CC(=O)N(c3c(C)cc(C)cc3C)C2=O)c(C)c1 (stereo not drawn) | 102 |
| Cc1ccc(/C=C/CC(=O)Nc2ccc(C(=O)Nc3ccc(F)cc3N)nc2)cn1 | -20* |
| Cc1c(C(=O)C2C(=O)N(C)N=C2C(F)(F)F)nnn1-c1ccccc1 (stereo not drawn) | 87 |
| O=C(O)C1(c2ccccc2)CC1 | 101 |
| Cn1c(S)c(N=Nc2cccc3ccccc23)sc1=O | 105 |
| COc1ccc(-c2cc(C(=O)Nc3nc4cc(C)c(C)cc4s3)nc3cc(-c4ccccc4)nn23)cc1OC | 98 |
| O=C(NC1=Nc2ccccc2C(=O)NN1)c1cccnc1 | 110 |
| O=C(CCN1CCCCC1)c1ccc([N+](=O)[O-])o1 | 117 |
| NS(=O)(=O)c1ccc(CCn2c(SCC(=O)N/N=C/c3ccccc3[N+](=O)[O-])nc3ccccc3c2=O)cc1 | 58 |
| O=S(=O)(NCCCNc1nccc(-c2c(-c3ccc(F)c(O)c3)nc3occn23)n1)c1ccc(Cl)cc1 | 94 |
| CC(=O)CC(c1ccc([N+](=O)[O-])cc1)c1c(O)c2ccccc2oc1=O (stereo not drawn) | 97 |
| CNC(=O)c1cc(-c2ccc(NS(=O)(=O)c3ccc(F)cc3)cc2)nc2cccnc12 | 84 |
| OCC[C@H]1C[C@@H]1/C=C/c1ccccc1 | 96 |
| COc1ccc(/C=C/C(=O)c2ccc(NC(=O)CSc3nnc(-c4ccccc4)o3)cc2)cc1OC | 92 |
| O=C1N(Cc2ccccc2)C(=O)C2(CC=CC2)C(=O)N1c1ccccc1 | 103 |
| CSc1nc(SC)nc(SC)n1 | 113 |
| Nc1nc(N)c2c(n1)NC(c1ccc(F)cc1)C1CCc3ccccc3C1=N2 (stereo not drawn) | 16 |
| Nc1ccc2c(c1)Cc1cc(Br)ccc1-2 | 48 |
| COc1ccc(/C=C2\N=C3N(N/C(=N\n4c(-c5ccccc5)cc(C)cc4=S)N3c3ccccc3)C2=O)cc1 | 100 |
| CC(C)[C@@H](C)/C=C/[C@@H](C)[C@H]1CCC2=C3[C@H](O)[C@@H]4O[C@@]45C[C@@H](O)CC[C@]5(C)[C@H]3CC[C@@]21C | 106 |
| COc1ccc(-c2ccc(NNC(=O)c3ccccc3)nn2)cc1OC | 99 |
| O=C(N/N=C/c1cc2ccccc2nc1Cl)c1cc(-c2nc3ccccc3[nH]2)nc2ccccc12 | 92 |
| O=C(O)CN1CCc2c(sc3ncnc(N4CCN(c5ccccc5)CC4)c23)C1 | 100 |
| CNc1ccc(N=O)cc1 | 36 |
| Cc1c2c(cn1C)CCc1cnc(=O)[nH]c1-2 | 89 |
| CC(C)(C)n1nnnc1C(NC12CC3CC(CC(C3)C1)C2)c1ccccc1 (stereo not drawn) | 102 |

Following part:
| Compound | HL-60(TB) |
| --- | --- |
| COc1ccc(-c2csc(NC(=O)CSc3nc(-c4ccccc4)c(C)n3Nc3ccccc3)n2)cc1 | 105 |
| N#Cc1ccc(C2C3=C(CCCC3=O)OC3=C2C(=O)c2ccccc2C3=O)cc1 (stereo not drawn) | -21* |
| COC1(c2ccccc2)c2ccccc2C(=O)c2ccccc21 | 110 |
| CC(Nc1ncnc2ccc(-c3ccc4oc(N)nc4c3)cc12)c1ccccc1 (stereo not drawn) | -71* |
| COc1cc(-c2nc(N3CCOCC3)c3c4c(sc3n2)CCCC4)cc(OC)c1OC | 99 |
| O=C(N/N=C/c1cc2ccccc2n2nnnc12)Nc1cccc(Cl)c1 | 111 |
| O=C1ON=[N+](c2ccc(Cc3ccc([N+]4=NOC(=O)C4CN4CCOCC4)cc3)cc2)C1CN1CCOCC1 (stereo not drawn) | 86 |
| COc1cc(/C=C/C(C)=O)ccc1O | 78&81 |
| O=c1oc2ccc(-c3ccc(F)cc3F)cc2c(=O)n1-c1ccc(F)c(Cl)c1 | -40* |
| COc1ccc(-c2c(-c3ccc4c(c3)OCO4)[nH]c3[nH]c(=O)[nH]c(=O)c23)cc1 | 100 |
| COc1cc(OC)c(S(=O)(=O)NNC(=O)c2ccncc2)cc1C(=O)/C=C/c1ccc(C)cc1 | 51 |
| CCc1nc(C)cn1C(=O)OCc1nc2nc(Cl)nc(N3CCOCC3)c2[nH]1 | -23* |
| COc1cc(/C=C/C(=O)/C=C/c2ccc(-n3ccnc3)cc2)ccc1O | 36 |
| O=C(CCc1nnc(CN2C(=O)C(=O)c3ccccc32)o1)c1nc2ccccc2[nH]1 | 99 |
| C=CCN(C#N)CC=C | 106 |
| CC1=CC(=C2C=CC(=O)C=C2)C=C(C)N1C | 100 |
| O=C(O)C(c1ccccc1)C(O)c1ccc2c(c1)OCO2 (stereo not drawn) | 98 |

A portion of the library, so the mix of outcomes need not match the whole.
